# Screening data: PubChem BioAssay, several laboratories
# Scp1 inh = Scp-1 phosphatase inhibitors, primary screen, biochemical, colorimetric, uHTS | Carboxy-terminal domain RNA polymerase II polypeptide A small phosphatase 1 (Homo … | Recombinant Scp1, phosphopeptide, malachite green phosphate absorbance | inhibition, % at 20 µM | 340,000 compounds, 0.88% hits;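 active = inhibition above about 50% at 20 µM, limit read from the data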;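 also: plate controls were DMSO wells with enzyme for no effect and wells lacking enzyme for full effect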
# Target sequence (Q9GZU7 76-261 limits assumed): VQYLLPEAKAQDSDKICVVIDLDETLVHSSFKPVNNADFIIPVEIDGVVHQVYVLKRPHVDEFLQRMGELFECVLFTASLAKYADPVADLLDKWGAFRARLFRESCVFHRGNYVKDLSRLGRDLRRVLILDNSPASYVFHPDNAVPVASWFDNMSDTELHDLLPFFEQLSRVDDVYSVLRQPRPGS
#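 Incubation: 45 min enzyme reaction at room temperature / System: truncated SCP-1 phosphatase (76-261aa) / Reagent: Phospho 17-mer peptide substrate / Buffer or medium: Acidic Tris acetate buffer with magnesium and detergent / Signal: absorbance at 630 nm / Doses: one concentration, 20 µM, with 1.0% DMSO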
# NRP1-CendR mod = modulators of CendR peptide binding to NRP-1, primary screen, biochemical, fluorescence polarization, uHTS | 360,000 compounds, 0.85% hits | inhibition, % at 25 µM | Neuropilin-1 (Homo sapiens), O14786 | FAM-RPARPAR peptide binding to NRP-1;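 active = inhibition or corrected inhibition above about 18%, plus a signal ratio from 0.5 to 1.5, limit read from the data, passing the limit was not always enough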; also: strong numbers were not always called active
# SUMO1 PPI mod = modulators of SUMO1 protein-protein interactions, primary screen, biochemical, uHTS; 360,000 compounds, 0.33% hits; SUMO1 binding to a labelled peptide, TR-FRET, 1 h; Small ubiquitin-related modifier 1 (Homo sapiens), P63165; inhibition, % at 20 µM; in the data active = inhibition above about 37%
# Target sequence (P63165 whole entry, looked up): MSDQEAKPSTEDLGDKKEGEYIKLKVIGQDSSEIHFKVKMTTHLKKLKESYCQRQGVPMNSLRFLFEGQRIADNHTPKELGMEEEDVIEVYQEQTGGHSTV
# TbMetRS inhib = T. brucei MetRS inhibitors, primary screen, biochemical, luminescence; 360,000 compounds, 0.4% hits; purified T. brucei MetRS, ATP depletion, Kinase-Glo luminescence; inhibition, % at 11.9 µM;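 active = inhibition above a per-plate cutoff of the control wells' mean inhibition plus 3 SD, cut at about 5.5% in these data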;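 also: 0% = DMSO wells median and 100% = median of wells with control inhibitor compound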
#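 Test system: purified T. brucei MetRS enzyme. Also added: ATP, methionine and E. coli bulk tRNA substrates. Compound: 11.9 µM single point. Schedule: 15 min enzyme-compound preincubation, 2 h reaction, 10 min detection, 25 °C. Signal: luciferase luminescence of residual ATP, Kinase-Glo. Evaluation: percent inhibition versus plate control medians. Controls: DMSO wells, low control.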
# MsrA act = bovine MsrA enzyme activators, primary screen, biochemical, absorbance, HTS. purified bovine MsrA, absorbance read-out. activation, % at 10.6 µM. 360,000 compounds, 0.3% hits. AID 602163, 2012; in the data active = activation above about 7.5%;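 also: 0% = vehicle and 100% = reference activator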
# LMPTP inh = LMPTP phosphatase inhibitors, primary screen, biochemical, fluorescence intensity, uHTS; Low molecular weight phosphotyrosine protein phosphatase (Homo sapiens), P24666; recombinant LMPTP-A, OMFP fluorogenic substrate; inhibition, % at 20 µM; 360,000 compounds, 0.22% hits; AID 651560, 2012;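 active = compounds that cut the enzyme signal by at least half of the control window in the single-dose screen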;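 also: plate controls were DMSO wells with enzyme plus substrate for no effect and substrate without enzyme for full effect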
#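 Test system: LMPTP-A, protein tyrosine phosphatase of low molecular weight; Input: 0.625 nM enzyme; Incubation: 50 min dark incubation at room temperature; Signal: endpoint fluorescence intensity from OMFP dephosphorylation; Read-out basis: % inhibition versus control wells.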
# MsrA inhibitor = bovine MsrA enzyme inhibitors, primary screen, biochemical, absorbance, HTS; Methionine sulfoxide reductase A (Bos taurus); purified bovine MsrA, absorbance read-out; inhibition, % at 15.5 µM; 360,000 compounds, 0.75% hits; AID 651718, 2012; in the data active = inhibition above about 4.5%;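 also: 0% = vehicle wells with enzyme and 100% = reference inhibitor wells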
# STEP block = STEP phosphatase inhibitors, primary screen, biochemical, fluorescence intensity, uHTS; Tyrosine-protein phosphatase non-receptor type 5 (Homo sapiens), P54829; recombinant STEP, OMFP fluorogenic substrate; inhibition, % at 20 µM; 360,000 compounds, 0.25% hits; AID 588621, 2011;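 active = inhibition at 20 µM, scaled per plate between control wells, above about 37%, limit read from the data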;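 also: 0% = DMSO with enzyme and substrate and 100% = substrate only without enzyme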
#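 Assay system: isolated STEP enzyme. Buffer or medium: pH 6.0 Bis-Tris with DTT and Tween 20. Also added: fluorogenic phosphatase substrate OMFP at 25 µM final. Dosing: 20 µM, 1% DMSO. Timing: 20 min reaction, room temperature, in the dark. Measured by: fluorescence intensity, excitation 480 nm, emission 540 nm. Evaluation: normalized % inhibition.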
# E coli Lon inh = inhibitors of E. coli Lon protease, primary screen, biochemical, fluorescence polarization; 360,000 compounds, 0.42% hits; inhibition, % at 7.94 µM; purified E. coli Lon protease; P0A9M0; in the data active = inhibition above about 13%, passing the limit was not always enough;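 also: 0% = enzyme with probe and DMSO and 100% = no enzyme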
# Target sequence (P0A9M0 whole entry, looked up): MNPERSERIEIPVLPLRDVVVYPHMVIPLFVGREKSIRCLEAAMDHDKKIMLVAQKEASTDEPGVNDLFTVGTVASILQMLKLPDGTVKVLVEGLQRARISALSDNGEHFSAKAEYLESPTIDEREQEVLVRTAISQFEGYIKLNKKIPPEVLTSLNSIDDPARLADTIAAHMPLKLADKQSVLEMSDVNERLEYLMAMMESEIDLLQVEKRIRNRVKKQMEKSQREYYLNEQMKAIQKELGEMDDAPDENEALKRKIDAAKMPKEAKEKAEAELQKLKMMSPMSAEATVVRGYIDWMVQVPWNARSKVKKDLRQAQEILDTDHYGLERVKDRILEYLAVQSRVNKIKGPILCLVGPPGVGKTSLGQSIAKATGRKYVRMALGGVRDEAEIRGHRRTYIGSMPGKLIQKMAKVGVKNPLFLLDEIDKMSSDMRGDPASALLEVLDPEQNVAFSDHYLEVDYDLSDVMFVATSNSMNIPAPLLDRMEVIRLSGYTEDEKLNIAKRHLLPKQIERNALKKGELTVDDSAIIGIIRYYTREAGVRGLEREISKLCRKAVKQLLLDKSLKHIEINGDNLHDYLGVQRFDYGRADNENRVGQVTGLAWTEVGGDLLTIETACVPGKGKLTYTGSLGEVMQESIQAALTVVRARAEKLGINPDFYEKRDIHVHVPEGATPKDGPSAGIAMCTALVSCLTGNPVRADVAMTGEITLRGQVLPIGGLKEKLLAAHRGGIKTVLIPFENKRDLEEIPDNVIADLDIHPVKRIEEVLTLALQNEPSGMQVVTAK
# DNMT1 block = human DNMT1 methyltransferase inhibitors, primary screen, biochemical, molecular beacon, fluorescence, HinP1I cleavage, uHTS | 360,000 compounds, 0.83% hits | AID 588458, 2011 | inhibition (reported as % activation of signal), % at 10 µM | DNA (cytosine-5)-methyltransferase 1 (Homo sapiens), P26358; in the data active = inhibition above about 50%
# Active calls of the source: *; · = no result given.
1	CN1CCO/C1=C(\C(Cl)=C(Cl)Cl)[N+](=O)[O-]
2	C/C(=C\C=C(C#N)C#N)c1cc(C#N)c(N)o1
3	Cc1ccc(C)c(NC(=O)CSc2nc3[nH]ncc3c(=O)[nH]2)c1
4	NS(=O)(=O)c1ccc(NC(=O)c2c(Cl)cccc2Cl)cc1
5	O/N=C(/c1ccc(F)cc1)C1CC1c1c(F)cccc1Cl (stereo unspecified)
6	CC(/C=N/n1c(-c2ccncc2)n[nH]c1=S)=C\c1ccco1
7	CC(=O)Nc1ccc(C(=O)Nc2ccc(S(=O)(=O)N3CCCCC3)cc2)cc1
8	Cc1cc(NC(=O)CSc2nc3ccccc3n2CC(=O)N2CC(C)CC(C)C2)no1 (stereo unspecified)
9	CC(C(=O)NCc1cccnc1)c1ccc([N+](=O)[O-])cc1 (stereo unspecified)
10	O=C(COc1ccccc1)N(Cc1cccs1)C1CCS(=O)(=O)C1 (stereo unspecified)

assay / compound,1,2,3,4,5,6,7,8,9,10
SUMO1 PPI mod,-1,-46,4,-4,3,20,2,-3,-15,-3
MsrA inhibitor,-0.1,-0.3,-0.3,1.3,-1.0,3.4,0.3,-0.5,0.9,-0.9
E coli Lon inh,-5,-64,1,2,-2,0,-2,-13,-1,5
DNMT1 block,-3,-5,-2,-3,-3,83*,-5,2,-2,2
MsrA act,-2,7,-2,-4,2,0,-2,-4,1,-1
Scp1 inh,-7,-3,-9,-5,-12,10,-7,-7,0,-2
TbMetRS inhib,0.1,0.3,0.5,-0.4,0.2,-0.1,0.1,-0.5,-1.0,0.1
LMPTP inh,-2.4,17,-0.6,0.2,2.2,9.8,2.0,-1.7,-1.9,-1.2
STEP block,1,-8,1,-2,-1,8,2,-6,0,2
NRP1-CendR mod,6,112,-3,-2,-8,-93,-4,-7,11,7

11	COc1ccc(OCC(=O)Nc2nc3ccccc3[nH]2)cc1
12	N#Cc1c(SCC(=O)Nc2nncs2)sc2c(O)cc(=O)[nH]c12
13	Cc1ccc(C2Nc3ccc4ccccc4c3C3=C2C(=O)CC(C)(C)C3)o1 (stereo unspecified)
14	O=C(NCCc1nnc2ccccn12)c1cccs1
15	COc1ccccc1C(=O)NCC(=O)OCC(=O)c1ccc2c(c1)-c1ccccc1C2
16	COC(=O)Cc1c(OC)ccn(CCc2c[nH]c3ccccc23)c1=O
17	FC(F)(F)c1ccnc(NCc2ccc(Cl)cc2)n1
18	O=C(O)c1cc(-c2ccc(/C=C3\NC(=O)N(c4ccc(Cl)cc4)C3=O)o2)ccc1Cl
19	Cc1oc2cc(Br)c(O)c(Br)c2c1-c1ccccc1
20	COc1ccccc1-c1cc(C(F)(F)F)nc(S(=O)(=O)CCCC(=O)O)n1

assay / compound,11,12,13,14,15,16,17,18,19,20
SUMO1 PPI mod,-5,32,-14,1,-2,-4,1,29,6,-1
MsrA inhibitor,-0.3,3.3,·,-0.5,1.4,-1.3,-0.7,-0.1,·,1.2
E coli Lon inh,-11,-15,9,-7,-10,-11,2,-13,2,7
DNMT1 block,-1,71*,-9,0,-9,1,2,99*,-1,2
MsrA act,0,-4,0,-2,-11,-3,-7,-6,0,-3
Scp1 inh,6,81*,2,3,-6,-3,-8,74*,-25,-4
TbMetRS inhib,0.3,0.8,0.2,-0.5,-1.4,0.6,-0.8,1.7,0.0,-0.3
LMPTP inh,-0.7,3.6,2.8,-0.6,5.2,-1.1,-0.3,2.4,5.0,1.1
STEP block,-4,38,21,5,2,-1,0,39,-2,-1
NRP1-CendR mod,-5,-83,-6,5,-11,4,18,-109,0,6

21	CCN(CC)CCC#CC1(O)c2ccccc2-c2ccccc21
22	O=C(C1CCN(S(=O)(=O)c2ccccc2[N+](=O)[O-])CC1)N1CCOCC1
23	O=C(Cn1nc(C(=O)O)c2ccccc2c1=O)Nc1cccc(S(=O)(=O)N2CCCC2)c1
24	O=C(Oc1oc(-c2ccco2)nc1C=Nc1ccccc1)c1ccoc1
25	Cc1ccc2nc(-c3ccc(NS(=O)(=O)c4ccc(F)cc4)cc3)sc2c1
26	O=C(COc1cccnc1[N+](=O)[O-])c1c[nH]c2ccccc12
27	COc1ccc(Oc2nc(-c3ccccc3)ncc2S(=O)(=O)c2ccccc2)cc1
28	CCOC(=O)c1ccc(NC(=S)NC(=O)c2nn(CC)cc2Br)cc1
29	NS(=O)(=O)OCC(Cc1ccccc1)N1C(=O)c2ccccc2C1=O (stereo unspecified)
30	CCOc1cc(C(=O)Nc2nnc(CC)s2)ccc1OCC(=O)N1CCOCC1

assay / compound,21,22,23,24,25,26,27,28,29,30
SUMO1 PPI mod,-1,-4,10,-5,4,-32,2,-2,-7,1
MsrA inhibitor,0.5,-0.7,2.1,-0.5,2.1,0.1,-0.2,-0.5,0.5,-0.3
E coli Lon inh,-16,0,1,-2,-1,4,6,-9,-10,-11
DNMT1 block,-7,-1,-3,1,-19,-14,-5,5,0,-2
MsrA act,-2,-1,-9,-2,-10,-3,-5,-2,-2,-5
Scp1 inh,-4,-12,-1,-7,-5,-7,-13,0,-9,-14
TbMetRS inhib,0.3,0.2,-0.2,-0.5,-0.3,3.0,-0.7,-0.8,-0.3,-0.2
LMPTP inh,7.0,-0.7,-0.3,-0.1,3.7,0.6,4.4,-3.0,-1.8,0.0
STEP block,10,2,-2,0,0,-1,2,2,-1,4
NRP1-CendR mod,12,9,-17,-3,-10,-4,-15,-4,16,7

31	CCc1ccc(NC(=O)CSc2nnc(CNC(=O)c3c(F)cccc3Cl)o2)cc1
32	O=c1cc(CSc2nnc(NC3CCCCC3)s2)nc2sccn12
33	COc1cc(Br)c(Br)cc1N
34	COC(=O)C1=C(C)NC2=C(C(=O)CCC2)C1c1cn(Cc2ccc(Br)cc2)nc1-c1ccccc1 (stereo unspecified)
35	CCCS(=O)(=O)N1CCCC(C(=O)Oc2ccc(OC)cc2)C1 (stereo unspecified)
36	CCN1CCN(C(=O)c2ccc(CS(=O)Cc3ccc(C)cc3)o2)CC1 (stereo unspecified)
37	CC(C)(C)c1ccc(/C=C2\Oc3cc(O)ccc3C2=O)cc1
38	C#CCOC(=O)/C(=C/C=C/c1ccccc1)NC(=O)c1ccccc1
39	O=C(Nc1ncc(Cl)cc1Cl)c1c(F)cccc1Cl
40	Cc1csc(NC(=S)Nc2cccc(Cl)c2)n1

assay / compound,31,32,33,34,35,36,37,38,39,40
SUMO1 PPI mod,2,5,4,-9,-1,2,-22,-10,12,-4
MsrA inhibitor,0.5,1.8,0.0,1.0,-0.4,0.1,1.1,5.2*,-0.1,0.6
E coli Lon inh,1,-5,8,11,-18,3,-132,10,1,0
DNMT1 block,-1,-2,1,-11,83*,1,-2,-3,0,2
MsrA act,-3,-8,-11,-2,-1,-2,-3,-6,-6,2
Scp1 inh,-2,3,-7,-5,-2,-2,-2,-7,-4,-4
TbMetRS inhib,-0.1,-1.0,-1.3,-0.4,-0.4,-0.5,-0.8,-0.3,-0.6,0.9
LMPTP inh,-0.4,-1.7,-6.2,2.4,0.0,-1.4,3.8,-1.7,-0.8,2.3
STEP block,-3,0,-2,1,0,-1,2,1,-6,-1
NRP1-CendR mod,7,9,-3,3,2,-12,-49,0,-4,-12

# Full records, looked up by structure. Screens in order: SUMO1 PPI mod	MsrA inhibitor	E coli Lon inh	DNMT1 block	MsrA act	Scp1 inh	TbMetRS inhib	LMPTP inh	STEP block	NRP1-CendR mod
# Shown for `CCCS(=O)(=O)N1CCCC(C(=O)Oc2ccc(OC)cc2)C1` (stereo unspecified) → -1	-0.4	-18	83*	-1	-2	-0.4	0.0	0	2
# Shown for `CCN1CCN(C(=O)c2ccc(CS(=O)Cc3ccc(C)cc3)o2)CC1` (stereo unspecified) → 2	0.1	3	1	-2	-2	-0.5	-1.4	-1	-12

# Other compounds.
41	O=C(Nc1nnc(Cc2ccccc2F)s1)Nc1ccccc1F
42	Cc1ccc(-c2nc(CS(=O)CC(=O)NC3CCC(C)CC3)c(C)o2)cc1 (stereo unspecified)
43	O=C(c1cnccn1)N1CCN(c2ccccc2F)CC1
44	CCc1cccc(NC(=O)C2CCCN2S(=O)(=O)c2cccc3cccnc23)c1 (stereo unspecified)
45	CC(Oc1ccc(Br)cc1)C(=O)N(Cc1ccccc1)c1c(N)n(Cc2ccccc2)c(=O)[nH]c1=O (stereo unspecified)

assay / compound,41,42,43,44,45
SUMO1 PPI mod,1,13,11,-4,0
MsrA inhibitor,-1.0,2.1,-0.5,0.3,-0.1
E coli Lon inh,-8,5,12,-13,-1
DNMT1 block,15,2,1,2,3
MsrA act,-5,-4,-7,-7,-2
Scp1 inh,-2,-1,-7,7,·
TbMetRS inhib,0.6,-0.7,-1.5,-0.4,-0.4
LMPTP inh,1.0,-0.6,-1.9,0.9,-0.8
STEP block,-3,-3,-2,-1,1
NRP1-CendR mod,-94,-7,11,4,12

# Filtered by structure, the compounds so far with an NH in an aromatic ring (seven)
3	Cc1ccc(C)c(NC(=O)CSc2nc3[nH]ncc3c(=O)[nH]2)c1
6	CC(/C=N/n1c(-c2ccncc2)n[nH]c1=S)=C\c1ccco1
11	COc1ccc(OCC(=O)Nc2nc3ccccc3[nH]2)cc1
12	N#Cc1c(SCC(=O)Nc2nncs2)sc2c(O)cc(=O)[nH]c12
16	COC(=O)Cc1c(OC)ccn(CCc2c[nH]c3ccccc23)c1=O
26	O=C(COc1cccnc1[N+](=O)[O-])c1c[nH]c2ccccc12
45	CC(Oc1ccc(Br)cc1)C(=O)N(Cc1ccccc1)c1c(N)n(Cc2ccccc2)c(=O)[nH]c1=O (stereo unspecified)

assay / compound,3,6,11,12,16,26,45
SUMO1 PPI mod,4,20,-5,32,-4,-32,0
MsrA inhibitor,-0.3,3.4,-0.3,3.3,-1.3,0.1,-0.1
E coli Lon inh,1,0,-11,-15,-11,4,-1
DNMT1 block,-2,83*,-1,71*,1,-14,3
MsrA act,-2,0,0,-4,-3,-3,-2
Scp1 inh,-9,10,6,81*,-3,-7,·
TbMetRS inhib,0.5,-0.1,0.3,0.8,0.6,3.0,-0.4
LMPTP inh,-0.6,9.8,-0.7,3.6,-1.1,0.6,-0.8
STEP block,1,8,-4,38,-1,-1,1
NRP1-CendR mod,-3,-93,-5,-83,4,-4,12
